# Screening results deposited in PubChem BioAssay by National Center for Advancing Translational Sciences (NCATS).
# TSHR antagonist – antagonists of human thyroid stimulating hormone receptor. TSHR-expressing cells, TSH-stimulated cAMP HTRF, 2 h; active compounds read low. AID 504810. activity change, negative = inhibition, % at 11.5 µM. 330,000 tested, 0.2% active;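 active means activity change below a set negative limit, meaning inhibition stronger than a set level, cut at about -70% in these data; inconclusive means activity change between two set negative limits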; further: on the % scale 0 is the no-effect control and ±100 the full control effect
#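 Read-out is FRET at 665 nm (cryptate excitation 337 nm) from a cryptate-tagged anti-cAMP antibody, competed by cell cAMP against cAMP-d2. Compounds are tested on freshly harvested TSHR cells challenged with 4nM TSH (EC80) for 2 hours at 37 deg C.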
# hERG WT inh – blocks the wildtype human KCNH2 potassium channel | U2OS, BacMam KCNH2, thallium flux FluxOr; active compounds read low | activity change, % at 1.84 µM | 340,000 tested, 0.37% active;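 active means maximum activity change below -70%; inconclusive means maximum activity change between -70% and -50%; inactive means maximum activity change above -50%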; further: on the % scale 0 is the no-effect control and ±100 the full control effect
#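 U2OS cells transduced with wild-type KCNH2 virus are loaded with FluxOr dye for 45 min, and thallium flux is measured in kinetic reads before and after stimulation buffer. Rate constants are normalized to DMSO controls.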
# FBPA coupling cs – inhibits coupling enzyme system, counter-screen for aldolase hits | coupling enzyme system counterscreen, AmpLite Red fluorescence | 290,000 tested, 0.67% active | activity change, negative = inhibition, % at 58.2 µM, hits read low; in the data active means activity change below about -30%; further: on the % scale 0 is the no-effect control and ±100 the full control effect
#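 Compounds tested against the coupling enzymes alone at 57.5 uM final; readout was AmpLite Red fluorescence (525/598 nm) after 20 min at RT.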
# CXXC DNA block – inhibitors of human MLL CXXC domain-DNA interaction; 290,000 tested, 0.037% active; Potency, µM (series often up to 115 µM), inactives show top-dose activity change, negative = inhibition, most hits filed as inhibitors; Q03164; AID 2662; MLL-CXXC / FITC-HOXA9 DNA fluorescence polarization; active means well fitted inhibition curve with a large enough effect in the polarisation, with a control signal flat, not every such curve was filed as active; inconclusive means small, poorly fitted or top-dose-only effect, or effect the other way, or a change in a side signal; inactive means no such curve, though single readings can be large or run the other way; the % refers to the polarisation; further: potency means the concentration at half of the fitted maximal effect
#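 Steps: dispense CXXC domain solution (7 uM) → pin compounds or unlabeled HOX-A9 DNA control → 5 min ambient → add FLSN-HOX-A9 solution (50 nM) → spin → 30 min ambient → fluorescence polarization. Tris pH 7.5/NaCl/DTT/BSA buffer.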
# Tb PFK block – T. brucei PFK enzyme inhibition. T. brucei PFK, ADP-Glo luminescence. 330,000 tested, 0.17% active. Potency, µM (doses to about 57.5 µM), for inactives: at the highest dose activity, negative = inhibition, actives largely listed as inhibitors. O15648;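 further: potency means the concentration at half of the fitted maximal effect; 0% = uninhibited 1x PFK enzyme wells and -100% = no-enzyme wells; nearly all actives have a fitted effect of over 60% in size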
# Target sequence (O15648 whole entry, looked up): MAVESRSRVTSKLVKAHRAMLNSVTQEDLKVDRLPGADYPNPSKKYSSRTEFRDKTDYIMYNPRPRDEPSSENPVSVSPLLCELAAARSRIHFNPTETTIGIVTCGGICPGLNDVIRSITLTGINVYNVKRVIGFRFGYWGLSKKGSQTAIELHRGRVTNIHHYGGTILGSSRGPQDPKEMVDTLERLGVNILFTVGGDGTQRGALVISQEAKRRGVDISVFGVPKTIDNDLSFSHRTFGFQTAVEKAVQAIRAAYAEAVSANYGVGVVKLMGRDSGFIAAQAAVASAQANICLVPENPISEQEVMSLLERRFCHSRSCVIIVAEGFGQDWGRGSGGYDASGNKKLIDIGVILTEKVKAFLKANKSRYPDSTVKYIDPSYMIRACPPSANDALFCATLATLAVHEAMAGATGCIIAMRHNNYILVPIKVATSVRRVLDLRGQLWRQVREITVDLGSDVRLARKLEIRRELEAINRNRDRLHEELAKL
#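 ADP-Glo luminescence quantified ADP after 45 min at room temperature, with 1.25 nM T. brucei PFK, 0.1 mM ATP and 0.5 mM fructose-6-phosphate in pH 8.0 TEA buffer. qHTS titrations up to 57 µM; curves classified by quality.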
# Giardia kill – kills Giardia lamblia. Giardia lamblia trophozoite viability. activity change, % at 7.66 µM, hits read low. 340,000 tested, 0.15% active; in the data active means activity change below about -80%; inconclusive means between about -30% and that limit;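 further: parasites exposed to compound for two days anaerobically before the ATP read; on the % scale 0 is the no-effect control and ±100 the full control effect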
#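 Giardia lamblia trophozoites (100 cells/well) were incubated with compounds for 48 h at 37 deg C under anaerobic conditions. Viability was read as ATP content by one-step luminescence after 15-30 min at room temperature.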
# BCR signal inh – inhibitors of chronic active B-cell receptor signaling | 340,000 tested, 0.05% active | ABC-DLBCL IkBa-CBG/CBR reporter, luminescence ratio, 4 h | Potency, µM (series often up to 46.1 µM), inactives show at the highest dose ratio change, negative = lower green/red ratio, usual class: inhibitors | AID 493014; active means well fitted inhibition curve with a large enough effect in the signal ratio, with a control signal flat, not every such curve was filed as active; inconclusive means small, poorly fitted or top-dose-only effect, or effect the other way, or a change in a side signal; the % refers to the signal ratio;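 further: potency means the concentration at half of the fitted maximal effect; plate controls were basal doxycycline-induced cells for no effect and cells given 10 µM MG132 for full effect; MG132 reads +100%, hits lower the ratio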
#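 TMD8 ABC-DLBCL cells carrying doxycycline-inducible green luciferase fused to IkappaBalpha plus unfused red luciferase were exposed to compounds (up to 46 uM) for 4 hrs at 37C. Activity came from the overlap-corrected green/red luminescence ratio.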
# TCR act – T cell receptor activation; Potency, µM (series often up to 9.22 µM), for inactives: at the top dose activation of IL-2 secretion, actives largely listed as activators; primary human leukocytes, anti-CD3, IL-2 HTRF, 48 h; 330,000 tested, under 10 active; further: % of control where 0% means no effect
#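 IL-2 produced over 48 hr by a-CD3 bead-stimulated primary human leukocytes exposed to compounds was detected with a homogeneous time-resolved FRET immunoassay, 665nm acceptor signal after 320nm excitation.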
# A-T KAP1 phos – candidate therapy for ataxia-telangiectasia. […] A-T fibroblasts, KAP-1 phosphorylation AlphaLISA; neocarzinostatin DNA damage 30 min before lysis. Potency, µM (titrated, usually from 57.5 µM), inactives show at the highest dose activation, most hits filed as activators. 320,000 tested, 0.19% active; further: potency means the concentration at half of the fitted maximal effect; % of control where 0% means no effect; nearly all actives have a fitted effect of over 45% in size
#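 hTERT-immortalized A-T patient fibroblasts ([…]), 500 cells/well in OPTI-MEM, 1% FBS, got compounds for 60 min, then NCS for 30 min at 37C. Lysates were then assayed for phospho-KAP-1 by AlphaLISA (anti-pKAP1 donor, anti-KAP1 acceptor beads), 6 hr at 25C.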
# GALK inhibitor – blocks human galactokinase activity | Purified GALK, Kinase-Glo residual ATP luminescence | 270,000 tested, 0.007% active | AID 1868 | Potency, µM (series often up to 57.5 µM), without a hit: top-dose activity change, negative = inhibition, most hits filed as inhibitors; further: potency means the concentration at half of the fitted maximal effect; on the % scale 0 is the no-effect control and ±100 the full control effect
# Target sequence (P51570 whole entry, looked up): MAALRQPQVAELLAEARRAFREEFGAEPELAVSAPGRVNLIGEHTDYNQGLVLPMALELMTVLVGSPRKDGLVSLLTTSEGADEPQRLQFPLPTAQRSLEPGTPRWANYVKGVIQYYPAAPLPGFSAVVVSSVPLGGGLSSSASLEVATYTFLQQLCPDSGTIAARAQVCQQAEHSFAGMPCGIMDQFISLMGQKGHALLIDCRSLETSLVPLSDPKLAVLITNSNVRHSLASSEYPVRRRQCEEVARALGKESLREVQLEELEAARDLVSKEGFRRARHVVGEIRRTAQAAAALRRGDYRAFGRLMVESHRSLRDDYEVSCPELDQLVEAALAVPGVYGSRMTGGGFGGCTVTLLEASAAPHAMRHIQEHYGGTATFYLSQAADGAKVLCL
#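 Compounds were pin-transferred into ATP buffer (35 uM final), then GALK plus galactose (5 nM, 100 uM final) was added. After 1 h at room temperature, Kinase-Glo Plus was added and luminescence read after 10 min.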
# The depositor's hits bear a star; i = inactive; ? = inconclusive; . = not tested or not shown; & = joins results of further samples; [ ] = dose if it differs, or a comment. Unless noted, the call rests on the fitted dose curve; in most records, active means well fitted curve in the direction sought with a large enough effect; inconclusive means small, poorly fitted or top-dose-only effect, or another doubt; inactive means no such curve, though single readings can be large; an effect the other way counts as inactive or inconclusive.
SMILES,TSHR antagonist,hERG WT inh,FBPA coupling cs,CXXC DNA block,Tb PFK block,Giardia kill,BCR signal inh,TCR act,A-T KAP1 phos,GALK inhibitor
CCOC(=O)N1CCC(N2Cc3cccc(C(=O)O)c3C2=O)CC1,-3,4,0,5%,-2%,-3,4%,5%,-5%,1%
CCn1c2ccccc2c2cc(NC(=O)c3ccccc3[N+](=O)[O-])ccc21,0,14,-6,0%,1%,-20,?,1%[46.1 µM],-3%,.
CCOC(=O)Cc1cc(=O)n2[nH]c(C)c(-c3ccccc3)c2n1,11,-3,2,-3%,3%,11,?,-1%,-5%,-1%
Cc1ccc(OCC(=O)NCCNC(=O)c2cnccn2)cc1,-9,-1,-1,8%,0%,0,-1%,-6%,6%,1%
O=CNc1ccc(S(=O)(=O)NCc2ccccc2)cc1,2,-6,0,8%,-5%,20,-7%,-5%,.,3%
COc1ccccc1N1CCN(Cc2cc(=O)c(OCC(=O)NC3CCCC3)co2)CC1,-4,-4,.,.,-9%,-2,1%,0%,3%,.
O=C(OC1CCOC1=O)c1cccc(S(=O)(=O)Nc2ccc(F)cc2)c1 (stereo not drawn),0,-6,-1,20%,0%,7,-7%,3%[46.1 µM],1%,-1%
O=C(c1ccc(S(=O)(=O)Nc2cccc(C(F)(F)F)c2)cc1)N1CCC1,23,4,.,16%,0%,-29,-2%,4%,4%,-3%
Cc1ccc(NC(=O)Cn2ccc([N+](=O)[O-])n2)cc1Cl,-1,-4,-1,35%[activator],-9%,-2,-5%,-4%,2%,10%
Cc1ccc2c(Cl)c(C(=O)NCC(c3ccco3)N3CCCC3)sc2c1 (stereo not drawn),12,15,.,?,-5%,39[activator],2%,-2%,-6%,-2%
CC1=C(C(=O)Nc2ccc(Cl)cc2C(=O)N2CCC(C(N)=O)CC2)SCCO1,5,-4,.,2%,-8%,-2,0%,1%,-5%,-1%
CCCCNC(=O)C(c1ccc(-c2ccccc2)cc1)N(CCN1CCOCC1)C(=O)CCCCCN1C(=O)NC(c2ccc([N+](=O)[O-])cc2)C(C(=O)OCc2ccccc2)=C1C (stereo not drawn),-1,.,1&0,-2%,-2%,.,0%,.,5%,.
Cc1nsc(Nc2ccc([N+](=O)[O-])cc2)c1C#N,-28,i,-2,0%,-9%,12,?,-2%,4%,1%
COc1ccc(NC(=O)C2(N(CC(C)C)C(=O)Cn3nnnc3N)CCCCC2)cc1,-5,-7,2,18%,-2%,-11,7%,0%,8%,0%
CCOc1ccc(NC(=O)Cc2ccc(S(=O)(=O)N3CCOCC3)s2)cc1OCC,-22,-13,.,-4%,-9%,?,-1%,4%,-3%,6%
CCn1c(SCC(=O)Nc2nc3c(s2)CCCC3)nc2c1c(=O)n(C)c(=O)n2C,-7,.,3,-4%,-6%,.,-7%,.,9%,2%
Brc1ccc(NC(c2ccccc2)c2ccncc2)cc1 (stereo not drawn),6,-9,-2,?,-15%,37[activator],?,-1%,-7%,-1%
CCN1C(=O)CSC1=Nc1ccc(C(=O)O)cc1,21,4,3,16%,-2%,8,-7%,-2%,22%,-8%
CC(C)n1cnc2c(NCc3ccccc3)cc(N[C@H](C)CO)cc21,10,-3,.,.,-5%,29,?,2%,6%,.
Cc1c(Cl)cccc1NC(=S)NCCC(c1ccccc1)c1ccccc1,5,4,-1,8%,0%,7,?,1%,1%,.
CC(C)=CCN1CCN(Cc2cccc3nonc23)CC1CCO (stereo not drawn),-2,3,-2,-5%,1%,-7,0%,0%,0%,1%
O=C(Cn1cnc2c(nnn2Cc2ccccc2F)c1=O)NCc1ccco1,20,5,-2,-6%,1%,-24,-1%,-1%,-2%,5%
CSc1ccccc1OCc1cc(C(=O)N(C)Cc2cnccn2)no1,35,-5,.,-6%,-2%,11,?,8%,-7%,1%
Fc1ccccc1NC(=S)N1CCN(Cc2ccc3c(c2)OCO3)CC1,-4,0,0,1%,1%,-5,-14%,-2%,0%,1%
COc1ccc(NC(=O)C2CCCN2S(=O)(=O)c2ccc(Cl)cc2)cc1 (stereo not drawn),13,2,1,-1%,1%,1,2%,-7%,-4%,-2%
CCN(CC(=O)Nc1ccc2c(c1)OCCO2)C(=O)c1ccc(C(F)(F)F)cc1,2,0,.,.,9%,-10,5%,1%,-2%,.
CCOC(=O)N1CCC(=NNC(=O)NC2CCCCC2)CC1,-4,15,2,-1%,-1%,?,?,6%,-2%,-2%
Cc1cc(NC(=O)Cn2nnc(-c3ccccc3NC(=O)c3ccccc3F)n2)no1,-3,14,2,-10%,1%,-1,-7%,5%,-5%,-1%
CN1CCN(C(=O)CCc2ccc(S(=O)(=O)NC3CCCCC3)cc2)CC1,13,-2,0,8%,-1%,-2,-8%,-5%,3%,-1%
CCCCNc1ncnc2c1cnn2-c1ccccc1,-6,2,-7,-6%,1%,-5,?,4%,13%,8%
CCOC(=O)C(=O)Nc1nnc(CCc2ccccc2)s1,-4,2,9,1%,4%,-1,?,5%[46.1 µM],0%,-4%
C=CCN1C(=O)CN=C1Nc1ccc(F)cc1,40,1,-5,-1%,-1%,11,-21%,2%,-8%,1%
COc1ccc(Cc2nnc(NC(C)=O)s2)cc1,6,5,3,-1%,3%,-20,2%,0%,8%[11.5 µM],1%
CCOC(=O)C1=C(C)NC(=O)NC1c1ccoc1 (stereo not drawn),-5,-9,0,8%,-5%,-7,9%,9%,3%,.
COC(=O)c1ccccc1-c1ccc(/C=C2\C(=O)N(c3ccccc3)N=C2c2ccccc2)o1,-7,8,-1,-5%,-1%,-11,-2%,6%,-3%,5%
Cc1cc(-c2nnc(CCC(=O)N3CCN(Cc4cccnc4)CC3)o2)c(C)o1,18,2,1,0%,-1%,-11,?,-1%,0%,1%
O=C(Nc1ccccc1)Nc1cccc(-c2nnco2)c1,23,6,0,-9%,-2%,-15,-5%,-16%,-6%,.
COc1cc(CNc2ccc(N3CCN(C(C)=O)CC3)cc2)ccc1OCc1ccc(F)cc1,-4,3,-4,1%,0%,-8,?,-2%,-3%,9%
FC(F)Oc1ccccc1NC(=S)NCc1ccco1,1,0,1,-7%,3%,-2,?,-1%[46.1 µM],-1%,-2%
Cn1ncc([N+](=O)[O-])c1C(=O)Nc1ccccc1,-34,-6,-1,2%,3%,3,1%,.,2%,-6%
CCOc1ccc(NC(=O)CCN2CCN(S(=O)(=O)c3ccc(OC)cc3)CC2)cc1,-6,0,2,-7%,-2%,-8,2%,0%,.,4%
O=C(c1cc2ccccc2o1)N1CCOCC1,4,13,.,.,12%,-8,-4%,1%,9%,.
CC(C)CNS(=O)(=O)c1ccc(CCC(=O)Nc2ccc3c(c2)OCO3)cc1,11,2,0,7%,14%,-8,0%,-3%,4%,0%
CCCCOc1ccc(NC(=O)[C@@H]2CCCN2C(=O)C2CCN(S(=O)(=O)c3ccc(C)cc3)CC2)cc1,0,6,-1,0%,-6%,-15,-11%,3%,-3%,.
COC(=O)C1=C(C)NC(=O)/C1=C/c1ccc(CNS(=O)(=O)c2ccc(C)cc2)o1,-2,-2,-15,3%,0%,-4,5%,0%,-5%,-2%
Cc1ccc2c(c1)C1CN(C)CCC1N2C(=S)NC(=O)c1ccc(Cl)cc1Cl (stereo not drawn),4,-5,1,-2%,1%,1,2%,-4%,7%,-1%
Cc1ccc2nc(NC3=NCN(C4CCCCC4)CN3)nc(C)c2c1,-12,.,-1,2%,0%,.,4%,.,6%,-6%
COc1cc(/C=C2\C(=N)N3N=C(S(C)(=O)=O)SC3=NC2=O)ccc1OCCOc1ccc(C)cc1,10,2,6,1%,1%,-6,?,-1%,-7%,.
CN(C(=O)C12CC3CC(CC(C3)C1)C2)C1(C)CCS(=O)(=O)C1 (stereo not drawn),.,0,1,-8%,.,-16,.,4%,.,-3%
Cc1ccnc2nc(C(=O)NC3CCCc4ccccc43)nn12 (stereo not drawn),2,5,3,8%,-1%,9,-22%,26%,2%,-1%
Cc1ccc(C2=NS(=O)(=O)N(C)C(C(=O)NCc3ccccc3)=C2)cc1,-2,8,2,.,3%,-29,10%,3%,2%,.
O=C1OC[C@H]2CCCN2C(=O)[C@@H](CC(=O)N(CCO)Cc2ccccc2)C/C=C\C[C@@H]1Cc1ccc(F)cc1,5,.,.,.,0%,-8,?,2%,-1%,.
CC(=N[C@@H]1CCCC[C@H]1N=C(C)c1ccccc1O)c1ccccc1O,4,-3,2,?,0%,13,0%,-1%[46.1 µM],2%,0%
